Bioassay records: PubChem, several laboratories
DNMT1 inh: human DNMT1 methyltransferase inhibitors, primary screen, biochemical, molecular beacon, fluorescence, HinP1I cleavage, uHTS | inhibition (reported as % activation of signal), % at 10 µM | actives 0.83% (n = 360,000) | AID 588458, 2011; in the data active = inhibition above about 50%
SKN-1 block: suppressors of acrylamide-induced Pgst-4::GFP reporter in worms, primary screen, SKN-1 inhibitor project, whole organism, uHTS, GFP/RFP fluorescence ratio, strain VP596 | C. elegans VP596 Pgst-4::GFP/RFP ratio, 24 h | inhibition, % at 21.8 µM | actives 0.49% (n = 360,000) | AID 624304, 2012;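 active = interference check ratio from 0.5 to 1.5 plus GFP to RFP signal ratio inhibition reaching or exceeding a fixed threshold, cut at about 30% in these data, passing the limit was not always enough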; also: some compounds called inactive have numbers as strong as hits
TbMetRS inhib: T. brucei MetRS inhibitors, primary screen, biochemical, luminescence | actives 0.4% (n = 360,000) | inhibition, % at 11.9 µM | purified T. brucei MetRS, ATP depletion, Kinase-Glo luminescence;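 active = inhibition above a per-plate cutoff of the control wells' mean inhibition plus 3 SD, cut at about 5.5% in these data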;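 also: 0% = DMSO wells median and 100% = median of wells with control inhibitor compound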
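Test system – parasite MetRS enzyme · Reagent – substrates ATP, L-methionine and bulk Escherichia coli tRNA · Doses – 11.9 µM compound single dose, 0.9% DMSO · Times – 15 min enzyme-compound preincubation, 2 h reaction, 10 min detection, 25 °C · Signal – Kinase-Glo luminescence, ATP depletion format · Controls – DMSO-only wells as low control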
NadD inh: inhibitors of S. aureus NadD, primary screen, biochemical, colorimetric, uHTS | Nicotinate-nucleotide adenylyltransferase NadD (Staphylococcus aureus N315) | purified NadD enzyme, colorimetric absorbance read-out | inhibition, % at 20 µM | actives 0.78% (n = 360,000); in the data active = inhibition above about 26%; also: some compounds past the cut are filed as inactive
Neddyl block: inhibitors of cullin neddylation, primary screen, biochemical, TR-FRET, uHTS, NAE and Ubc12. AID 651699, 2012. NEDD8-conjugating enzyme Ubc12 (Homo sapiens) + NEDD8-activating enzyme E1 regulatory …. calls only at 25 µM. actives 0.58% (n = 360,000); in the data active = inhibition above about 36%
Target sequence (P61081 whole entry, looked up): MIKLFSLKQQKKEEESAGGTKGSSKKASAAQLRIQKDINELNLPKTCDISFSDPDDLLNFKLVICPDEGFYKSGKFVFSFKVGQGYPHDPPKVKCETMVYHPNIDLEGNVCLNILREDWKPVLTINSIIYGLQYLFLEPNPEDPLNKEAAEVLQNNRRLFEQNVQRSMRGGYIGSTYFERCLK
Target sequence (Q13564 whole entry, looked up): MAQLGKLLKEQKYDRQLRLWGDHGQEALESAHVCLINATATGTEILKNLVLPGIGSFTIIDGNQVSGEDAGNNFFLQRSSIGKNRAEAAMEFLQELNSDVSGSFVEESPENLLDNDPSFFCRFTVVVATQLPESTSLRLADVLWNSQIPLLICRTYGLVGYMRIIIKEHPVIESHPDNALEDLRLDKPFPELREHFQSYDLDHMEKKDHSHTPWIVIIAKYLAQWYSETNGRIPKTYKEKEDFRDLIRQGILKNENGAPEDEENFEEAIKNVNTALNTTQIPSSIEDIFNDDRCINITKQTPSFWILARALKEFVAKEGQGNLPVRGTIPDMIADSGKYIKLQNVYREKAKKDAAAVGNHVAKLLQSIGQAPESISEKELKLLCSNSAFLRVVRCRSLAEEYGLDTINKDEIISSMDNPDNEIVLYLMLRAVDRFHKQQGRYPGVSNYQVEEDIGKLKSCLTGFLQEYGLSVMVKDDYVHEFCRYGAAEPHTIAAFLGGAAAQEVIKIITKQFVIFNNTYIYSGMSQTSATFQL
STEP inh: STEP phosphatase inhibitors, primary screen, biochemical, fluorescence intensity, uHTS. recombinant STEP, OMFP fluorogenic substrate. inhibition, % at 20 µM. actives 0.25% (n = 360,000). AID 588621, 2011;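 active = inhibition at 20 µM, scaled per plate between control wells, above about 37%, limit read from the data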;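 also: 0% = DMSO with enzyme and substrate and 100% = substrate only without enzyme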
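material = STEP tyrosine phosphatase | reagent = fluorogenic phosphatase substrate OMFP at 25 µM final | doses = single compound dose of 20 µM, 1% DMSO final | schedule = 20 min reaction, room temperature, in the dark | measured by = fluorescence, 480/540 nm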
CendR NRP1 mod: modulators of CendR peptide binding to NRP-1, primary screen, biochemical, fluorescence polarization, uHTS; inhibition, % at 25 µM; AID 602438, 2012; FAM-RPARPAR peptide binding to NRP-1; actives 0.85% (n = 360,000);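 active = inhibition or corrected inhibition above about 18%, plus a signal ratio from 0.5 to 1.5, limit read from the data, passing the limit was not always enough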; also: strong numbers were not always called active
SUMO1-SIM PPI: modulators of SUMO1 protein-protein interactions, primary screen, biochemical, uHTS; Small ubiquitin-related modifier 1 (Homo sapiens), P63165; SUMO1 binding to a labelled peptide, TR-FRET, 1 h; inhibition, % at 20 µM; actives 0.33% (n = 360,000); AID 602429, 2012; in the data active = inhibition above about 37%
Target sequence (P63165 whole entry, looked up): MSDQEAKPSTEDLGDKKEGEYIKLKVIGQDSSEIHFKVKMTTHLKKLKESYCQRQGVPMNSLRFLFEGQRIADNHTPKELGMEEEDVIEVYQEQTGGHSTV
LMPTP inh: LMPTP phosphatase inhibitors, primary screen, biochemical, fluorescence intensity, uHTS. Low molecular weight phosphotyrosine protein phosphatase (Homo sapiens), P24666. recombinant LMPTP-A, OMFP fluorogenic substrate. AID 651560, 2012. actives 0.22% (n = 360,000). inhibition, % at 20 µM;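 active = compounds that cut the enzyme signal by at least half of the control window in the single-dose screen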;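 also: plate controls were DMSO wells with enzyme plus substrate for no effect and substrate without enzyme for full effect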
Target sequence (P24666 whole entry, looked up): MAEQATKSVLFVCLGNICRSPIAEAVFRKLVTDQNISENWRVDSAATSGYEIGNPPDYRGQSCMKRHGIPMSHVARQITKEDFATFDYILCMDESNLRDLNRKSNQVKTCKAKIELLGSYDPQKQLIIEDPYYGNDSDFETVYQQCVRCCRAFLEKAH
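Material: LMPTP-A; amount: 0.625 nM enzyme; doses: single 20 µM dose; times: reaction 50 min, room temperature, dark; technique: fluorescence intensity of OMFP turnover product; benchmarks: no-enzyme and uninhibited controls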
Scp-1 inhibitor: Scp-1 phosphatase inhibitors, primary screen, biochemical, colorimetric, uHTS. Carboxy-terminal domain RNA polymerase II polypeptide A small phosphatase 1 (Homo …. Recombinant Scp1, phosphopeptide, malachite green phosphate absorbance. inhibition, % at 20 µM. actives 0.88% (n = 340,000). AID 493091, 2011;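 active = inhibition above about 50% at 20 µM, limit read from the data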;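 also: plate controls were DMSO wells with enzyme for no effect and wells lacking enzyme for full effect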
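Material – SCP-1 phosphatase catalytic domain, residues 76-261 · Buffer or medium – Acidic Tris acetate buffer with magnesium and detergent · Also added – Phospho 17-mer peptide substrate · Compound – single 20 µM dose, 1% DMSO · Times – 45 min room-temperature reaction, 5 min colour, 30 min stabiliser · Technique – Phosphate-binding colour reagent, absorbance read at 630 nm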
* hit, by the source's call; i = inactive; . = no result given.

No.	DNMT1 inh	SKN-1 block	TbMetRS inhib	NadD inh	Neddyl block	STEP inh	CendR NRP1 mod	SUMO1-SIM PPI	LMPTP inh	Scp-1 inhibitor	SMILES
1	6	4	-0.1	1	i	1	-10	-2	-0.9	-3	CCOC1=NN(c2ncc(C(F)(F)F)cc2Cl)C(=O)/C1=C/N(C)C
2	-9	11	-0.1	3	i	-6	-6	3	-0.2	.	Cc1[nH]c2ccccc2c1/C=N\NC(=O)c1ccccc1Cl
3	1	8	0.1	0	i	4	-13	-2	-0.7	-8	CCOc1ccc(-c2nnc(N)s2)cc1
4	-5	1	-0.5	-4	i	2	-15	-3	-0.9	18	Cc1cc(C)nc(SCC(=O)OCC(=O)Nc2nc3ccccc3s2)n1
5	-2	11	-0.3	3	i	2	-12	1	-0.6	-18	Nc1ccc(Cl)c(NC(=O)c2cccs2)c1
6	1	-7	0.2	5	i	0	-2	-4	1.5	-12	Fc1ccccc1CSc1ncnc2sc3c(c12)CCCC3
7	-2	-10	-0.5	-8	i	0	-10	4	1.1	5	COc1ccc(N2CC(NC(=O)N3CCN(c4ccccc4)CC3)CC2=O)cc1 (centres undefined)
8	1	8	-0.1	2	i	-1	4	0	-1.2	-3	CS(=O)(=O)N(CC(=O)NCC1CCCO1)c1cc(Cl)c(Cl)cc1Cl (centres undefined)

(more compounds)
No.	DNMT1 inh	SKN-1 block	TbMetRS inhib	NadD inh	Neddyl block	STEP inh	CendR NRP1 mod	SUMO1-SIM PPI	LMPTP inh	Scp-1 inhibitor	SMILES
9	-3	7	0.4	2	i	-1	-5	0	0.6	3	Cc1cc2nnc(SC3CCCCN(C(=O)c4ccc(F)cc4)C3=O)n2c2ccccc12 (centres undefined)
10	4	12	0.1	4	.	1	-26	3	-0.4	-1	Cc1cc(O)ccc1N/C=C(\C#N)c1nc2ccccc2o1
11	0	3	0.0	6	i	0	-3	-15	0.6	-1	Cc1ccc(NC(=O)CCNS(=O)(=O)c2cccc3nonc23)cc1Cl
12	1	-9	-1.1	3	i	1	-2	11	-1.4	-6	CNC(=O)c1c(I)c(C(=O)NCC(=O)Nc2c(I)c(C(=O)O)c(I)c(C(=O)NCCO)c2I)c(I)c(N(C)C(C)=O)c1I
13	-1	-14	-0.5	6	i	-2	-7	1	-0.6	-12	Cc1cc(=O)n2[nH]c(-c3ccccc3Cl)cc2n1
14	-3	-12	0.1	-8	i	-2	-10	1	-1.4	-3	O=C(COC(=O)[C@@H]1CC(O)CN1S(=O)(=O)c1ccc2c(c1)OCCO2)Nc1ccccc1F (some centres undefined)
15	9	3	-0.4	9	i	0	-7	0	3.1	88*	CCOC(=O)/C=C1\CN(Cc2cc(OC)c(OC)c(OC)c2)S(=O)(=O)c2ccc(C(F)(F)F)cc21
16	-4	8	0.2	-2	i	-2	-16	29	-1.5	0	CC(C)c1nc2sc3c(=O)[nH]cnc3c2c2c1CCC2

Remaining list, next part:
No.	DNMT1 inh	SKN-1 block	TbMetRS inhib	NadD inh	Neddyl block	STEP inh	CendR NRP1 mod	SUMO1-SIM PPI	LMPTP inh	Scp-1 inhibitor	SMILES
17	-1	-8	-0.5	0	i	-1	9	-3	-1.5	-8	CCOc1ccc(NC(=O)C(C)Oc2ccc(C#N)cc2)cc1S(=O)(=O)N1CCCC1 (centres undefined)
18	5	18	0.1	-1	i	-2	16	-11	-1.0	-11	N#C/C(=C/c1ccccc1[N+](=O)[O-])C(=O)NCc1ccco1
19	9	-7	-0.3	-1	i	5	14	-28	1.2	-5	COc1ccc(/C=C2/CCC(CN3CCOCC3)C2=O)cc1 (centres undefined)
20	-17	2	-0.7	0	i	-1	-9	3	-0.7	-12	COc1cc(/C=C2\SC(=S)N(CCC(=O)Nc3ccc(O)cc3)C2=O)cc(OC)c1OC
21	.	-31	0.5	7	i	.	-23	6	0.9	.	CCOC(=O)[C@]12CCC=C1N(Cc1ccco1)C(=O)[C@H](CC(=O)NCc1ccccc1)C2
22	1	-12	-0.7	-3	i	-1	5	-1	0.9	-4	COc1ccc(NC(=O)Nc2cc(C)ccc2F)cc1OC
23	-2	26	-0.4	-1	i	-1	5	6	-1.2	-3	CCCn1c(N2CCN(CC(=O)c3c(C)n(C)c4ccc(OC)cc34)CC2)nc2c1c(=O)[nH]c(=O)n2C
24	3	-9	-0.8	-1	i	-2	1	3	-0.6	-2	CCNc1nc(N)nc(Oc2ccc(OCCOc3ccccc3)nn2)n1

New compounds follow
No.	DNMT1 inh	SKN-1 block	TbMetRS inhib	NadD inh	Neddyl block	STEP inh	CendR NRP1 mod	SUMO1-SIM PPI	LMPTP inh	Scp-1 inhibitor	SMILES
25	0	-9	-0.5	-1	i	0	1	-1	-1.6	-1	COc1ccccc1NC(=O)CN1CCN(CC(=O)Nc2ccc(OC)c(OC)c2)CC1
26	2	12	-0.2	2	i	-4	8	-5	0.4	.	CCOc1ccccc1C(=O)Nc1nnc(SCC(=O)N2CCCC2)s1
27	2	8	0.5	20	i	5	-6	8	3.4	-3	COc1ccccc1C(=O)Nc1nnc(-c2ccc3c(c2)CCCC3)o1
28	0	7	0.4	2	i	-1	-5	8	1.8	-5	O=C(CN(C(=O)c1csnn1)c1ccc(F)cc1)NCCc1ccccc1
29	-8	2	-0.5	2	i	0	-3	1	-0.1	1	CCn1c(SCC(=O)N/N=C/c2ccc(O)c(OC)c2)nc2ccccc21
30	-5	-7	0.5	-2	i	-2	-23	2	-4.6	-2	N#C/C(=C/c1cc[nH]c1)C(N)=S
31	-2	5	0.0	-5	i	0	-1	1	-1.8	-10	O=C(CNCc1ccccn1)Nc1cc(C(F)(F)F)ccc1N1CCOCC1
32	-3	2	0.1	-5	i	-4	-10	6	1.6	-11	COc1cccc(NC(=O)Cn2c(CCC(=O)O)ccc2-c2ccc(C)cc2)c1

Carrying on.
No.	DNMT1 inh	SKN-1 block	TbMetRS inhib	NadD inh	Neddyl block	STEP inh	CendR NRP1 mod	SUMO1-SIM PPI	LMPTP inh	Scp-1 inhibitor	SMILES
33	-2	7	0.3	-5	i	0	11	0	-0.6	-4	COCCCNCCC(CCC(C)C)c1ccc2c(c1)OCO2 (centres undefined)
34	0	10	-0.3	-11	i	1	0	-2	0.0	-5	O=C(COC(=O)CSc1ccccc1)NCCNC(=O)COC(=O)CSc1ccccc1
35	-1	-20	-1.2	0	i	1	6	-3	0.1	-4	Cc1ccc(NC(=O)COc2nc(C)cs2)cc1
36	-1	-3	-1.4	-2	i	-2	-2	-3	0.4	-1	COC(=O)C1=C(C)NC(=O)CC1c1ccccc1OC (centres undefined)
37	-4	18	-0.2	-3	i	-5	0	1	0.0	-8	CCOC(=O)c1ccc(NS(=O)(=O)c2cc(C)ccc2OC)cc1
38	1	12	-0.5	-10	i	-4	-3	-3	-2.1	-8	Cc1ccccc1-n1nc2c(c1NC(=O)c1c(-c3ccccc3Cl)noc1C)CS(=O)(=O)C2
39	7	-2	-0.8	1	i	0	0	8	-0.2	-9	O=C(CO)C(O)C(O)C(O)CO (centres undefined)
40	-19	-19	-0.8	5	.	1	-9	3	0.6	-7	CCOC(=O)CSc1nc2ccc(N3CCOCC3)cc2c(=O)n1Cc1ccccc1

Continuation:
No.	DNMT1 inh	SKN-1 block	TbMetRS inhib	NadD inh	Neddyl block	STEP inh	CendR NRP1 mod	SUMO1-SIM PPI	LMPTP inh	Scp-1 inhibitor	SMILES
41	2	12	0.6	-5	i	1	-7	1	-0.6	-9	Cc1ccc(S(=O)(=O)N2CCN(C(=O)c3ccccc3)CC2)cc1
42	-1	-10	0.0	4	i	0	-5	1	-0.9	-5	CC(=O)Nc1ccc(S(=O)(=O)NCCC(=O)Nc2ncccc2C)cc1
43	4	-18	0.1	4	i	1	4	3	0.2	-9	O=C(NNc1cccc(Cl)n1)c1ccc(Cl)cc1Cl
44	-10	-6	-0.3	1	i	2	7	10	-4.2	.	CCN(CC(=O)Nc1cc(Cl)ccc1C)C(=O)C1CCN(c2ncnc3sc(C)c(C)c23)CC1
45	2	-6	0.2	0	i	2	5	0	-0.4	0	CCN(CC)c1ccc(NC(=O)c2ccc3c(c2)OCO3)c(C)c1
46	7	-9	0.1	-8	i	-1	-4	4	-3.0	2	COc1cc(-c2noc(C)c2C(=O)NCCCn2ccnc2)cc(OC)c1OC
47	4	-4	0.0	0	i	3	-4	2	-2.1	8	CC(C)n1cnnc1SCC(=O)NCC(=O)Nc1ccc(F)cc1
48	-4	-15	-0.5	-1	i	-2	1	-3	0.6	-2	Cc1ccc(NS(=O)(=O)c2ccc(C)c(C(=O)N3CCOCC3)c2)cc1
49	-15	9	0.2	-4	i	-3	6	5	-0.6	-5	C#Cc1ccc(CN2CCC(C(=O)Nc3ccc(Oc4ccccc4)nc3)CC2)cc1
50	0	14	-0.2	-5	i	1	0	-3	-1.1	3	COc1cccc(CNC(=O)c2cnc(-c3ccccn3)nc2C(F)(F)F)c1
51	2	-23	0.0	7	i	3	2	0	0.3	-3	COc1ccc2nc(SCC(=O)Nc3c(C)cccc3C)[nH]c2c1
